PLCg1 inh – PLC-gamma1 enzyme inhibitors, primary screen, biochemical, fluorescence, purified enzyme. 1-phosphatidylinositol 4,5-bisphosphate phosphodiesterase gamma-1 (Homo sapiens), P19174. fluorogenic substrate. inhibition, % at 12.2 µM. actives 0.84% (n = 370,000); in the data active means inhibition above about 9.5%
ARFGAP1 inh – inhibitors of rat ARFGAP1 GAP activity, primary screen, biochemical, fluorescence polarization, GDP tracer | ADP-ribosylation factor GTPase-activating protein 1 (Rattus norvegicus), Q62848 | Arfgap1-stimulated ARF1 GTP hydrolysis, GDP FP detection | inhibition, % at 16.5 µM | actives 0.26% (n = 360,000);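 active means inhibition above a per-plate limit, mean inhibition of low control wells plus 3 SD, cut at about 25% in these data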;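 further: 0% = DMSO wells with enzyme and 100% = wells lacking Arfgap1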
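system = rat Arfgap1 catalytic domain, aa 1-136 | technique = FP, GDP Alexa 633 tracer displaced from anti-GDP antibody, 620/688 nm | compound = one concentration, 16.5 µM, DMSO 1.26% | medium = HEPES-based buffer, pH 7.5 | timing = compound-enzyme preincubation 20 min, reaction 120 min, detection 60 min, 25 °C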
Tn6 DDE FP – inhibitors of Tn6 peptide binding to fibrin DD(E), primary screen, biochemical, fluorescence polarization, human fibrin, Tn6 probe | inhibition, % at 8.3 µM | actives 0.21% (n = 370,000) | AID 720509, 2013 | Fibrin DD(E) TRITC-Tn6 fluorescence polarization displacement;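 active means inhibition above a per-campaign cutoff: mean of compounds within control limits plus 3 SD, cut at about 15% in these data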;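 further: 0% = median of all compound wells on the plate and 100% = blocking peptide control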
ASAP1 GAP inh – inhibitors of human ASAP1 ArfGAP activity, primary screen, biochemical, fluorescence polarization | ASAP1-stimulated ARF1 GTP hydrolysis, GDP FP detection | actives 0.19% (n = 360,000) | inhibition, % at 16.5 µM | AID 624377, 2012 | Arf-GAP with SH3 domain, ANK repeat and PH domain-containing protein 1 (Homo sapiens), …; in the data active means inhibition above about 25%;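 further: 0% = vehicle with enzyme and substrate and 100% = no enzyme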
ADAM17 inh – ADAM17 inhibitors, primary screen, biochemical, QFRET; Disintegrin and metalloproteinase domain-containing protein 17 (Homo sapiens), P78536; recombinant ADAM17, EDANS/DABCYL FRET peptide cleavage; inhibition, % at 6.95 µM; actives 0.83% (n = 370,000); AID 720648, 2013;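 active means inhibition above the mean of compounds lying between control limits plus 3 SD, set per campaign, cut at about 8.5% in these data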;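 further: 0% = DMSO-only wells as the low control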
Target sequence (P78536 215-824 limits assumed): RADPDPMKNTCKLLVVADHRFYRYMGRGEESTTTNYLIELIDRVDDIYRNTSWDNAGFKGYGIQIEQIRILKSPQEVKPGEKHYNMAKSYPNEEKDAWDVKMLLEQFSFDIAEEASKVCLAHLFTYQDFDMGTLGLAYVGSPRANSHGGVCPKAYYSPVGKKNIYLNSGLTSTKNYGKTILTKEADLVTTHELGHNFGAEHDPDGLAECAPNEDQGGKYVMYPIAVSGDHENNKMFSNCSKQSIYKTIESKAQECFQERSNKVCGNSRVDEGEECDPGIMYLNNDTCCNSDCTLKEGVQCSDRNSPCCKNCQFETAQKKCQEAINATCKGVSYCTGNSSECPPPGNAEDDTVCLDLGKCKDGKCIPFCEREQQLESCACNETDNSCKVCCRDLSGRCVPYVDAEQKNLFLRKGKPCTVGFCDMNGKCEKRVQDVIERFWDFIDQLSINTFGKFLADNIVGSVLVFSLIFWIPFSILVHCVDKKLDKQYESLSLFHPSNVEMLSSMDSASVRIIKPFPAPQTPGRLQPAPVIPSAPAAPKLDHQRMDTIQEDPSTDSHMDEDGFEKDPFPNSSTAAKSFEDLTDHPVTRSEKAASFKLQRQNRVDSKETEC
ADAM10 inh – human ADAM10 inhibitors, primary screen, biochemical, QFRET, HTS; Disintegrin and metalloproteinase domain-containing protein 10 (Homo sapiens), O14672; recombinant ADAM10, EDANS/DABCYL FRET peptide cleavage, 3 h; inhibition, % at 7 µM; actives 0.62% (n = 370,000);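 active means inhibition above a per-campaign cutoff equal to the mean of compounds falling between control-based bounds plus 3 SD, cut at about 20% in these data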;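 further: 0% = DMSO wells while the 100% control is not disclosed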
Target sequence (O14672 214-748 limits assumed): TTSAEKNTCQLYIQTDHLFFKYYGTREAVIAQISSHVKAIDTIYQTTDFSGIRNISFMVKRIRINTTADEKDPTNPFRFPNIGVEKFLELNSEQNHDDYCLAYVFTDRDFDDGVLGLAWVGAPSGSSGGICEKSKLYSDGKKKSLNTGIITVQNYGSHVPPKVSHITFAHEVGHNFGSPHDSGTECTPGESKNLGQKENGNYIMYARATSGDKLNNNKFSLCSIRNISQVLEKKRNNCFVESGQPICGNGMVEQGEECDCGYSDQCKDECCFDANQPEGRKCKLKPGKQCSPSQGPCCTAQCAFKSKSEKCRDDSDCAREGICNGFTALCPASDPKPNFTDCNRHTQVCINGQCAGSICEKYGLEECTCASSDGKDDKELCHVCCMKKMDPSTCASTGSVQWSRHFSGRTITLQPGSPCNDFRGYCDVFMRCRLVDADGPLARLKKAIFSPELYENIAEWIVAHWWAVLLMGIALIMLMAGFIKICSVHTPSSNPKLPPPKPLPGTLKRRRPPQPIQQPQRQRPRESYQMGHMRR
PLC-beta3 inh – human PLC-beta3 inhibitors, primary screen, biochemical, fluorescence; 1-phosphatidylinositol 4,5-bisphosphate phosphodiesterase beta-3 (Homo sapiens), Q01970; Purified PLC-beta3, fluorogenic substrate; inhibition, % at 12.2 µM; actives 0.18% (n = 370,000); AID 720704, 2013; in the data active means inhibition above about 11%;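 further: 0% = median of compound wells on plate and 100% = full blocker control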
Tn7 DDE FP – inhibitors of Tn7 peptide binding to fibrin DD(E), primary screen, biochemical, fluorescence polarization, human fibrin, Tn7 probe; FP displacement of FITC-Tn7 peptide from fibrin DD(E); 0% = median of compound wells per plate; actives 0.13% (n = 370,000); AID 720508, 2013; Fibrinogen beta chain (Homo sapiens), P02675; inhibition, % at 8.3 µM;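 active means inhibition above the mean of compounds falling within the control limits plus 3 SD of them, cut at about 14% in these data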;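 further: 0% = plate median of compound wells and 100% = 10 µM Aha-Tn7 peptide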
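Assay system: human fibrin DD(E). Input: DD(E) 2 µM final. Medium: Tris buffer with calcium and detergent, pH 7.8. Compound dosing: single point at 8.3 µM. Timing: 10 min plus 3 h, room temperature. Technique: fluorescence polarization of the labelled Tn7 tracer. Read-out: percent inhibition. Replicates: singlicate testing.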
SIAE primary – human SIAE inhibitors, primary screen, biochemical, fluorescence polarization, FP-Rh probe, 1536-well HTS | Sialate O-acetylesterase (Homo sapiens), Q9HAT2 | SIAE FP-Rh probe binding | inhibition, % at 9.66 µM | actives 0.69% (n = 370,000);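 active means inhibition above a cutoff: mean of compounds within the control limits plus 3 SD of those, cut at about 17% in these data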;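 further: 0% = plate median of compound wells and 100% = probe without SIAE protein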
TDP2 inh – human TDP2 enzyme inhibitors, primary screen, biochemical, epi absorbance, recombinant enzyme. actives 0.34% (n = 370,000). AID 720702, 2013. inhibition, % at 12.8 µM. T5PNP hydrolysis, p-nitrophenol absorbance 415 nm;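 active means inhibition above the mean of all tested compounds plus 3 SD, set per campaign, cut at about 25% in these data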;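 further: 0% = DMSO with enzyme and 100% = buffer with substrate but no TDP2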
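Assay system: Recombinant human TDP2 | Quantity: 120 nM TDP2 per well | Incubation: 2 h at 37 °C | Signal: Epi absorbance | Evaluation: Percent inhibition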
Numbers without * were called inactive; i = inactive; · = not tested or not shown.

PLCg1 inh	ARFGAP1 inh	Tn6 DDE FP	ASAP1 GAP inh	ADAM17 inh	ADAM10 inh	PLC-beta3 inh	Tn7 DDE FP	SIAE primary	TDP2 inh	SMILES
-3.2	-2.0	0.0	-2.5	1.1	2.0	-8.7	-0.4	13.4	-3.4	CCc1nc2ccc(C(=O)N(C)Cc3ccccc3)cn2c1N(C)Cc1ccc(OC)cc1
-0.7	15.7	5.7	-12.1	-0.1	3.8	-12.1	-0.6	1.1	13.3	O=C(NC1CC2CCCC(C1)N2C(=O)Nc1ccccc1Cl)C1CC1 (stereo not given)
-2.6	8.6	-2.7	11.8	0.4	-8.4	-0.8	-5.4	0.5	-2.6	Cc1ccc(Cn2c(C)c3cnn(CC(=O)NC4CCCC4)c(=O)c3c2C)cc1
-2.5	1.3	-0.9	4.8	-3.3	-11.2	2.5	-4.1	-5.8	-2.6	CCOC(=O)[C@]12CCC=C1N(Cc1ccco1)C(=O)[C@H](CC(=O)NCc1ccc(OC)c(OC)c1)C2
3.1	-11.6	3.6	2.0	-1.6	-13.5	-5.7	6.8	1.9	2.9	CC(C)Cn1c(N)c(C(=O)COC(=O)c2cccn2C)c(=O)n(C)c1=O
-0.4	-10.0	5.4	-8.9	0.0	6.4	-5.2	7.9	5.9	7.9	O=C(Nc1ccc(Nc2ccccc2)cc1)c1ccco1
-0.9	-1.9	-4.9	-7.3	2.2	1.8	-1.3	4.6	9.7	-6.8	COc1cc(NC(=O)C/C(C)=N/NC(=O)Cc2ccc(Cl)cc2)c(OC)cc1Cl
1.8	-1.4	-1.2	-1.7	3.1	1.5	2.9	-9.7	0.5	-2.9	CCCCc1ccc(NC(=O)COc2ccc(C(=O)Nc3ccccc3OCC)cc2)cc1
1.1	-5.0	-1.4	-2.4	-0.5	5.1	-3.7	3.9	8.6	6.0	O=C(O)c1ccccc1C(=O)Nc1ccc(Oc2ccccc2)cc1
2.5	9.6	1.0	-9.1	-3.5	-9.5	-1.3	2.6	6.3	2.2	CCOC(=O)c1ccc(NC(=O)C2CC(O)CN2S(=O)(=O)c2ccc(C)cc2)cc1 (stereo not given)
7.2	-9.6	5.6	2.0	-0.7	6.2	10.0	4.8	6.7	-2.0	C/C(=C\CNc1ncnc2nc[nH]c12)CO
0.6	-3.3	-1.1	-7.4	-5.1	-9.3	-0.8	1.9	2.2	-5.5	Cc1ccc(C)c(-n2c(SCC(=O)N3CCCC3)nnc2-c2ccccn2)c1

Compound profiles (already shown). Screens in order: PLCg1 inh, ARFGAP1 inh, Tn6 DDE FP, ASAP1 GAP inh, ADAM17 inh, ADAM10 inh, PLC-beta3 inh, Tn7 DDE FP, SIAE primary, TDP2 inh
Results for COc1cc(NC(=O)C/C(C)=N/NC(=O)Cc2ccc(Cl)cc2)c(OC)cc1Cl → -0.9, -1.9, -4.9, -7.3, 2.2, 1.8, -1.3, 4.6, 9.7, -6.8
Results for O=C(O)c1ccccc1C(=O)Nc1ccc(Oc2ccccc2)cc1 → 1.1, -5.0, -1.4, -2.4, -0.5, 5.1, -3.7, 3.9, 8.6, 6.0

(continued)
PLCg1 inh	ARFGAP1 inh	Tn6 DDE FP	ASAP1 GAP inh	ADAM17 inh	ADAM10 inh	PLC-beta3 inh	Tn7 DDE FP	SIAE primary	TDP2 inh	SMILES
1.6	12.8	3.3	-0.6	-2.3	4.0	3.9	-4.2	2.6	7.6	O=C(c1cccs1)N1CCc2ccccc21
-79.5	·	-4.1	·	-0.3	-20.0	-120.6	0.7	-18.7	-7.0	COc1ccc(Cn2ccc3ccc(-c4ccc5ccn(C(=O)c6ccccc6OC)c5c4)cc32)cc1
-0.6	-3.9	2.7	-2.9	2.2	2.0	-0.6	5.8	0.5	9.5	N#Cc1c(Nc2ccccc2)c(C=O)c[nH]c1=O
6.2	-5.8	7.3	4.0	4.5	9.8	3.9	-4.0	-1.6	4.3	COc1ccc(N(CC(=O)Nc2ccc(C)cc2C)S(=O)(=O)c2ccccc2[N+](=O)[O-])c(OC)c1
0.0	-5.2	5.7	4.4	0.6	-8.4	-5.6	0.0	7.0	12.9	COc1cc2c(cc1OC)C(COc1ccccc1OC)N(C(=O)C(C)(C)C)CC2 (stereo not given)
-0.3	-8.9	-4.0	-7.8	-1.0	-10.1	-0.8	-4.8	1.3	-8.4	O=CN1CCN(C=O)C(O)C1O (stereo not given)
0.5	-14.9	7.6	2.8	2.2	5.2	9.1	2.0	-10.8	-25.1	CCOc1ccc(Nc2nc(N3CCCC3)nc(N3CCN(c4ccc(OC)cc4)CC3)n2)cc1
0.8	3.9	5.2	0.5	-0.9	-8.9	-4.2	-11.2	-3.6	-6.7	COc1ccc(CNC(=O)CSc2nc3cccnc3s2)cc1
2.0	·	1.9	·	-0.8	0.0	0.8	-3.4	-0.8	-2.1	C=CCOC/C=C/C#CCN(CC=C)Cc1ccc(OC)cc1OC
-0.2	2.1	5.2	3.9	1.0	-7.0	-2.4	3.5	-8.5	-7.8	COc1ccc(N2CC(C(=O)OCC(=O)Nc3cc(C)on3)CC2=O)cc1 (stereo not given)
-1.0	-5.8	11.9	-3.3	-5.5	-4.0	2.3	7.7	1.7	-13.6	O=C(CCn1nc(-c2ccc(Cl)cc2)c2ccccc2c1=O)NN1CCOCC1
15.3*	5.7	-7.1	8.5	7.7	7.3	7.6	-3.2	-12.0	-18.4	O=C(c1cccc(S(=O)(=O)N2CCCCC2)c1)N1CCc2ccccc21
1.4	7.2	-0.1	9.8	-6.8	-12.4	-0.1	0.0	4.5	5.9	COCCN(C(=O)COC(=O)CCC1CCCCC1)c1c(N)n(Cc2ccccc2)c(=O)[nH]c1=O
-0.5	-17.2	4.0	-7.9	-0.7	5.2	-1.7	5.2	-4.9	0.9	CC(C)(C)c1ccc(S(=O)(=O)N2CC(C(=O)O)Oc3ccc(Cl)cc32)cc1 (stereo not given)
2.6	12.7	5.7	3.5	5.1	-7.4	2.1	-0.8	-1.8	-2.2	COC(=O)c1cccc(N(CC(=O)NCC2CCCO2)C(=O)CCC(=O)Nc2cc(C)on2)c1 (stereo not given)
2.9	2.5	7.5	-18.4	-1.7	-14.5	-10.1	-1.4	-5.4	-4.0	O=C(NCCCN1CCOCC1)c1cccc(S(=O)(=O)N2CCN(c3ccccc3)CC2)c1
-2.3	1.5	9.0	-9.7	-3.9	-2.9	-11.1	-0.3	11.5	4.4	COc1cc(OC)cc(C(=O)OCC(=O)Nc2cccc(C(C)=O)c2)c1
2.4	-8.9	0.4	11.2	-0.3	15.2	-4.7	-0.1	4.7	6.6	CCc1ccc(-c2cc(C)no2)cc1S(=O)(=O)NCCCN1CCN(c2ccccc2)CC1
-45.7	4.7	0.5	-0.1	1.7	12.8	-66.5	3.7	-4.0	-7.7	CCOc1cc(C(=O)Nc2ccc3c4c(cccc24)C(=O)N3CC)cc(OCC)c1OCC
3.9	10.5	5.2	10.1	-0.6	-5.0	0.5	6.0	-7.7	-0.1	CCOc1ccccc1CN1CCC(O)CC1
-2.0	0.6	3.3	5.4	-5.8	0.8	-4.7	2.5	-1.0	1.9	COc1ccccc1OCc1nc(C#N)c(NCCCn2ccnc2)o1
2.8	4.5	0.5	14.6	-3.0	0.2	-0.5	-1.2	-2.5	-12.3	CC1CCN(S(=O)(=O)c2cc(C(=O)N3CCN(c4ncccn4)CC3)ccc2Br)CC1
-38.1	-10.9	5.1	-2.6	-0.9	-14.8	-60.1	-0.4	-0.7	3.2	Cc1cc2nccc(-c3ccc(F)cc3)n2n1
4.9	9.7	-1.3	0.0	-1.8	-15.4	-0.4	0.3	-10.6	-15.8	COc1ccc(CNC(=O)C2=CC(c3ccc(C)cc3)=NS(=O)(=O)N2C)cc1
-2.0	9.1	-1.1	-6.3	-1.1	-1.2	0.6	-3.9	-3.6	-1.5	COc1cccc(C(=O)Nc2ccccc2OC(F)(F)F)c1
1.3	-1.4	-9.2	3.0	-4.1	1.6	-1.2	-0.9	-1.8	-3.2	COc1ccc(NC(=O)N(Cc2ccc3c(c2)OCO3)C2CC(=O)N(c3ccc(OC)cc3)C2=O)cc1 (stereo not given)
-260.8	-1.4	-3.7	-9.1	i	i	-349.9	-3.8	-13.0	13.2	COc1cccc(-c2cc(-c3cccnc3)nc(N)c2C#N)c1
2.9	-14.4	0.9	6.8	0.5	1.1	-4.6	1.6	2.6	-7.9	O=[N+]([O-])c1ccc(Cl)cc1CN1CCCCCC1
1.8	5.6	0.8	4.0	-1.4	-0.4	0.6	-0.8	6.0	7.7	CN(C)Cc1ccccc1Sc1cccc2ccccc12
-0.7	9.5	4.0	-13.7	-1.6	3.4	-4.4	0.8	-3.5	10.3	COCc1cc(CNC(=O)C2CCC(=O)N(Cc3ccccc3F)C2)[nH]n1 (stereo not given)
-2.0	8.2	1.0	3.3	0.3	-1.3	-3.1	4.8	-5.8	-11.4	COc1ccc(C(=O)NCc2nnc(SCC(=O)N3CCc4ccccc43)n2CCc2ccccc2)cc1
-0.3	-5.8	-8.8	-11.8	-0.5	-0.6	4.5	-2.7	0.1	-0.5	N#CN=C1CCCCCN1CC(N)=O
4.7	7.3	-1.7	7.8	0.3	-8.1	6.4	-4.0	9.2	-3.4	CC(C)c1cc(NC(=O)c2ccccc2)cc(C(C)C)c1O
6.2	-4.6	-3.7	-15.2	0.8	5.0	-7.5	3.7	7.7	0.0	CCCN(CC(=O)Nc1ccccc1C)C(=O)COC(=O)CSc1ccc([N+](=O)[O-])cc1
-0.5	2.8	-9.3	8.5	-5.0	4.2	-7.2	-5.3	-5.7	14.5	COc1ccc(CCC(=O)NNC(=O)Nc2cc(Cl)ccc2C)cc1
-1.0	-1.9	1.1	-2.4	-4.3	4.7	-1.9	-2.7	-2.4	0.0	O=C(CN1CCCCC1)Nc1ccc(S(=O)(=O)NC2CCCCC2)cc1
-5.9	-4.2	-2.3	5.2	-9.2	-15.9	-15.4	2.0	17.6*	-5.2	Cc1nc(NS(=O)(=O)c2ccccc2)sc1NC(=O)Nc1ccc(Cl)cc1
0.5	-9.9	1.5	-1.6	-2.4	-2.5	-6.2	-2.5	-4.9	17.8	Cc1nc(NCCc2ccccc2)sc1C(=O)O
